# Compound activity from PubChem.
# UPR XBP1 act: activators of adaptive XBP1 UPR arm, primary screen, cell-based, CHO-XBP1 luciferase reporter, luminescence, uHTS; IRE1-XBP1 UPR activation; percent of tunicamycin response, DMSO as zero; activation, % at 20 µM; 0.33% of 330,000 active; AID 463104, 2010;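 active = versus positive control, 20 µM dose yields 30% or more activation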;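 note: 100% = tunicamycin at 10 µg/mL and 0% = DMSO only wells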
#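 Material: CHO-XBP1 cells stably carrying IRE1-XBP1-driven luciferase reporter | Medium: F12 with 10% serum | Compound dosing: 20 µM single concentration, DMSO 1% | Incubation: Overnight seeding at 37 °C, 6 h compound treatment at 37 °C | Detection: Steady-Glo luminescence read | Read-out basis: % activation of reporter signal versus tunicamycin and DMSO controls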
# Mdm2 MdmX PPI: inhibitors of human Mdm2-MdmX association, primary screen, cell-based, luminescence, split luciferase, SaOS-2, uHTS. SaOS-2 split-luciferase Mdm2/MdmX complementation. AID 485346, 2010. 3% of 330,000 active. Protein Mdm4 (Homo sapiens) + E3 ubiquitin-protein ligase Mdm2 (Homo sapiens), …. inhibition, % at 8 µM;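 active = inhibition of at least 50% at 8 µM in the primary screen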
# Target sequence (O15151 whole entry, looked up): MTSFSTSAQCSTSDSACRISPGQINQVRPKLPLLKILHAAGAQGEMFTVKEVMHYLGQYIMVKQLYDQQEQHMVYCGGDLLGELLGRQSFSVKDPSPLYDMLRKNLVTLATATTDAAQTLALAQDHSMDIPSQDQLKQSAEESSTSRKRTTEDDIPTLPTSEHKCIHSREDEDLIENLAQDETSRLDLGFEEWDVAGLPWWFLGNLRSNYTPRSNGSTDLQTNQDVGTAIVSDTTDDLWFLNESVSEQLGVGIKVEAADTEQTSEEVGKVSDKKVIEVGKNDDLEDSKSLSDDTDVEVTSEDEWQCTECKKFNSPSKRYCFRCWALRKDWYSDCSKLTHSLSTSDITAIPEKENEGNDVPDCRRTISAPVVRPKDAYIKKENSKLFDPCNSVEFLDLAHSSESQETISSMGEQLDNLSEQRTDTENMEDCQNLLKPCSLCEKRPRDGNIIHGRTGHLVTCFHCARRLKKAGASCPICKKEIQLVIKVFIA
# Target sequence (Q00987 whole entry, looked up): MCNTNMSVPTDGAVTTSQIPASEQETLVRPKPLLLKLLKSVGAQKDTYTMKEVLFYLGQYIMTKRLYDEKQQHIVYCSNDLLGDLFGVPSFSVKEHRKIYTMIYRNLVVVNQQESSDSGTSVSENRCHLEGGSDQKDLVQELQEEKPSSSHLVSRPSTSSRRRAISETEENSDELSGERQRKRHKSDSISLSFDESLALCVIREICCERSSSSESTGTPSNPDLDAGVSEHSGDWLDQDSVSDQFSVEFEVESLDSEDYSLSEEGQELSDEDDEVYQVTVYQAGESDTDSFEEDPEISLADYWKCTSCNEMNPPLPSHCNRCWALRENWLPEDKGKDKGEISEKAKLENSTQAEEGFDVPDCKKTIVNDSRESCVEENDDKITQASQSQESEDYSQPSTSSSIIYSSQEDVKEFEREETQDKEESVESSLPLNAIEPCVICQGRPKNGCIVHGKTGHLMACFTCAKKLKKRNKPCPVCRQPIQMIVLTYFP
# APJ agonist: agonists of human apelin receptor APJ, primary screen, CHO-K1 cells, PathHunter beta-arrestin, luminescence; P35414; 0% DMSO wells, 100% apelin; activation, % at 20 µM; 0.11% of 330,000 active; AID 2520, 2010;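 active = activation more than six SD over the plate average, tested at 20 µM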;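 note: 0% = DMSO alone and 100% = apelin-13 at 10 nM; some results filed as inactive read as strong as hits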
#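 Assay system – PathHunter CHO-K1 APJ (AGTRL-1) beta-arrestin reporter cells · Compound – one dose, 20 µM compound, 1% DMSO · Timing – compound 90 min 25 °C, reagent 1 h · Measured by – luminescence from split beta-galactosidase complementation, Galacton Star/Emerald II substrate · Measure – beta-arrestin recruitment to APJ as agonist activity, luminescent signal · Benchmarks – DMSO vs Apelin-13 10 nM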
# tim23-1 inh: growth inhibitors of tim23-1 mutant yeast, primary screen, luminescence, uHTS; S. cerevisiae tim23-1 growth, BacTiter-Glo luminescence, 24 h; inhibition, % at 20 µM; 1.3% of 330,000 active; AID 463212, 2010;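 active = growth inhibition of the mutant yeast at or above 50%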;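 note: temperature-sensitive mutant grown at 25 °C; plate controls were DMSO-treated mutant yeast for no effect and medium wells lacking yeast for full effect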
# 697 NFkB inh: inhibitors of PMA/ionomycin-induced NF-kB reporter, 697 cells, primary screen, B-cell NF-kB inhibitor project, cell-based, luminescence, uHTS | 697 B-cell NF-kB luciferase reporter, 16 h | inhibition, % at 4 µM | 0.33% of 330,000 active | AID 435022, 2010; in the data active = inhibition above about 35%
# Jurkat NFkB inh: inhibitors of induced NF-kB luciferase reporter, primary screen, TCR NF-kB activation inhibitor project, cell-based, luminescence, uHTS; Jurkat, PMA/ionomycin-induced NF-kB luciferase reporter; inhibition, % at 4 µM; 0.53% of 330,000 active; in the data active = inhibition above about 50%
# APJ antag: antagonists of human apelin receptor APJ, primary screen, CHO-K1 cells, beta-arrestin complementation, luminescence. 0.32% of 330,000 active. inhibition, % at 20 µM;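 active = inhibition above about 40% at 20 µM, limit read from the data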;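 note: cells challenged with 10 nM apelin-13 agonist together with compound; plate controls were apelin-13 plus DMSO wells for no effect and DMSO wells lacking apelin-13 for full effect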
# UPR CHOP act: activators of apoptotic CHOP UPR arm, primary screen, cell-based, CHO-CHOP luciferase reporter, luminescence, uHTS; UPR activation; percent of tunicamycin response over DMSO baseline; activation, % at 10 µM; 0.34% of 330,000 active;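 active = at 10 µM dose, activation of 40% or more, normalized to positive control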;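 note: 100% = tunicamycin at 10 µg/mL and 0% = DMSO alone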
#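 Material: CHO-CHOP cells, stable luciferase reporter of PERK-eIF2a-CHOP signalling; quantity: 500 reporter cells seeded per well; buffer or medium: F12 medium containing 10% fetal bovine serum; compound: one dose, 10 µM in 0.5% DMSO; incubation: 6 h compound treatment, 37 °C; measured by: Steady-Glo luciferase luminescence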
# * = called active by the depositor. Not all compounds are listed. The share of hits here may be higher or lower than overall.
SMILES,UPR XBP1 act,Mdm2 MdmX PPI,APJ agonist,tim23-1 inh,697 NFkB inh,Jurkat NFkB inh,APJ antag,UPR CHOP act
CC1=C2C(=O)C3C(CC=C4CC(OC5OC(O)C(O)C(O)C5CO)CCC43C)C2CCC12OC1CC(C)CNC1C2C (configuration not stated),-3.6,0.7,-0.8,-10.3,-9.7,-9.3,7.7,0.2
O=[N+]([O-])c1ccccc1CNCCc1ccc(F)cc1,-0.4,-19.3,-2.6,11.6,-10.2,-39.7,0.8,2.0
CCN1CCN(CC(c2ccccc2)c2ccccc2)CC1,0.5,7.8,-3.9,4.9,3.8,3.1,19.4,0.6
Cc1ccc(N2C(=O)NC(=O)/C(=C\c3ccc([N+](=O)[O-])o3)C2=O)cc1,-2.1,2.6,1.1,10.4,-1.4,-4.3,-45.1,-1.6
Cc1nn(Cc2ccccc2)c(C)c1C(=O)OCC(=O)Nc1cccc(S(N)(=O)=O)c1,-3.3,-5.0,-1.5,25.0,-34.8,-11.9,-22.6,-0.5
CC(=O)N1CN2CN(C(C)=O)CC(C(=O)c3ccc([N+](=O)[O-])cc3)(C2)C1,-4.2,-11.4,-2.7,-1.8,14.1,-0.2,-3.7,-0.4
Clc1cccc(CN2CCCCC2c2cccnc2)c1 (configuration not stated),-4.0,27.7,-3.3,-6.8,-13.8,10.2,19.3,-1.1
COCCN1C(=O)NC(=O)/C(=C\c2ccc(F)cc2)C1=O,-2.1,21.5,-3.2,-4.4,13.5,8.7,12.9,-0.2
COc1cc2c(c(OC)c1OC)-c1ccc(O)cc1[C@@H](NC(C)=O)CC2,13.9,63.0*,-1.1,7.6,-487.4,77.2*,-74.4,-0.1
Cc1ccc(CC(=O)N2CCN(C)CC2)cc1,0.8,10.1,0.2,6.0,5.0,-11.5,-8.7,2.8
CC1(C)CC(n2[nH]c(=O)c3c2NC(=O)CSC3c2ccc(F)cc2)CCO1 (configuration not stated),2.5,-1.2,-6.4,2.2,15.7,10.0,10.6,-1.9
O=C(O)c1cccc(N=Nc2c(O)[nH]c(=O)[nH]c2=O)c1,-5.4,10.0,-2.0,10.9,3.1,9.8,9.7,-2.6
C=CCn1c(O)c(C(CC)=Nc2ccc3c(c2)CCC3)c(=O)[nH]c1=O,-2.8,-17.8,3.8,28.3,-3.3,-18.7,3.2,1.4
COc1ccc2c(c1OC)C(=O)OC2c1c(O)n(C2CCCCC2)c(=O)[nH]c1=O (configuration not stated),-2.2,11.9,-4.1,10.4,15.1,11.1,20.4,-3.1
CN1C(=O)c2ccccc2NC(=O)C1Cc1ccccc1 (configuration not stated),-2.4,1.1,-2.8,-8.3,11.4,-16.7,-3.9,-0.9
CN(C)CC1CSCCC1(O)c1ccc(Cl)cc1 (configuration not stated),-0.6,-17.3,5.8,2.4,-23.7,-21.9,1.0,-0.5
COC(=O)C1=C(c2ccc(F)cc2OCc2ccccc2)C[C@@H]2CC[C@H]1N2C(=O)NC(C)C,-3.9,21.8,-6.3,27.3,8.1,-8.0,4.1,0.8
O=CC(Br)P(=O)(N1CCOCC1)N1CCOCC1 (configuration not stated),0.6,12.5,1.0,-0.9,8.3,-11.7,7.7,0.9
CCn1c(O)c(N=Nc2ccc(S(=O)(=O)N3CCOCC3)cc2)c(=O)n(CC)c1=S,-6.8,57.7*,-5.3,32.1,18.9,9.5,55.9*,28.7
Cc1cc(Br)ccc1N1C(=O)CC(=O)NC1=O,0.3,-9.8,-3.1,5.4,13.2,10.6,-17.9,-1.3
O=C(CN1CC(c2ccccc2)CC1=O)NCc1ccc(F)cc1 (configuration not stated),0.9,-7.5,-3.8,0.4,-0.6,4.1,15.7,-1.2
COC(=O)C1=C(c2c(C)noc2C)C[C@@H]2CC[C@H]1N2C(=O)NCCOc1ccccc1Cl,-3.3,25.1,-3.7,20.4,-5.3,4.2,4.5,0.5
COc1ccc(CC2(CCc3ccncc3)C(=O)NC(=O)NC2=O)cc1,-2.3,2.1,-3.9,-2.0,8.2,10.0,10.1,0.8
COC(=O)C1=C(c2cccc(C#N)c2)C[C@@H]2CC[C@H]1N2C(=O)NCc1ccco1,-2.6,-12.2,-1.8,14.4,4.0,-12.3,3.1,0.6
CC(=O)Nc1ccc(N=Cc2c(O)n(Cc3ccco3)c(=O)[nH]c2=O)cc1,0.0,16.0,-4.7,16.8,18.1,7.7,1.8,-0.4
CCOc1ccc(/C=C2/C(=O)NC(=O)N(CCc3ccc(F)cc3)C2=O)cc1,-0.5,8.0,-3.1,9.8,-12.3,-4.9,10.0,0.0
COC(=O)C1=C(c2ccc(F)cc2OCc2ccccc2)C[C@@H]2CC[C@H]1N2C(=O)NCc1ccc(OC)cc1,-2.3,16.7,-2.3,24.0,1.1,2.2,-2.7,4.4
CN1C(=O)C(Cc2ccc3c(c2)OCO3)C(=O)N(C)C1=O,-1.4,14.7,-2.0,10.6,2.5,-4.2,15.4,6.1
CCCCn1c(=O)c(C(=O)Nc2ncccc2C)c(O)c2ccccc21,1.7,25.9,-2.7,8.7,-20.7,0.3,-8.0,2.1
COc1ccc(CCNC2CCCCC2)cc1OC,1.2,-0.6,-3.0,-6.8,-0.1,-1.7,2.0,-1.3
CC(=O)N1CCC(N2CCCC(C(=O)c3cccc(Cl)c3)C2)CC1 (configuration not stated),4.1,11.1,-2.5,-4.2,13.8,-1.8,2.9,-0.7
CCOP(=O)(OCC)C(O)c1ccc(OC)c(OC)c1 (configuration not stated),0.1,22.1,-0.5,-6.5,9.0,-0.9,11.8,-0.8
O=C(c1cccc(C(F)(F)F)c1)C1CCCN(Cc2ncc[nH]2)C1 (configuration not stated),-0.2,2.3,-3.0,8.8,-13.9,-3.5,-11.0,-0.8
CC(Cc1ccccc1)NCCC(c1ccccc1)c1ccccc1 (configuration not stated),-2.3,63.0*,1.8,16.0,-1.4,0.4,22.9,-0.5
CC1CC(OP(O)(=S)c2ccc(N(C)C)cc2NC(=O)c2cccs2)CC(C)(C)C1 (configuration not stated),1.1,14.0,-2.9,28.6,-24.7,-20.9,17.3,1.8
COC(=O)C1=C(c2ccc(C(C)=O)cc2)C[C@@H]2CC[C@H]1N2C(=O)NCCCOC(C)C,0.4,-2.3,-1.7,4.1,8.8,4.3,-3.8,-0.3
CCOc1ccccc1CN1CCCC(C(=O)c2cc(F)ccc2F)C1 (configuration not stated),-3.1,-15.7,-0.2,12.2,-21.3,3.2,12.7,-0.2
CP(=O)(O)CN1CCCCC1,-2.9,11.0,-2.3,2.5,7.7,9.5,-7.4,0.9
CC1=C(C/C(C)=C/c2ccccc2)/C(=C/CO)[C@H](O)[C@](C)(O)C12CC2,-1.3,-13.0,-0.9,37.0,-0.3,7.7,-9.6,-0.2
O=c1c2ccccc2nc(-c2ccccc2)n1-c1nccs1,0.5,18.9,-3.0,10.0,20.6,-2.0,7.3,0.8
COc1ccc(/C=N\N=C(N)N)cc1,0.2,-21.2,-1.8,-1.0,3.7,50.9*,-13.6,0.2
CN1C(=O)C(c2ccc([N+](=O)[O-])cc2[N+](=O)[O-])C(=O)N(C)C1=O,-6.9,0.4,-7.0,3.4,20.2,-2.3,32.4,-1.7
CCOC(=O)c1ccc(N=Cc2c(O)n(-c3ccccc3F)c(=S)[nH]c2=O)cc1,2.4,9.9,-1.6,-10.6,5.9,12.6,4.7,0.2
O=c1c2ccccc2nc(-c2ccco2)n1-c1ccc(Br)cc1,-0.1,21.3,0.1,13.5,-4.0,6.7,28.5,-1.0
COC(=O)C1=C(c2ccccc2OCc2ccccc2)C[C@@H]2CC[C@H]1N2C(=O)NCc1ccccc1,-1.7,-21.0,-4.5,27.5,-3.5,-4.9,10.7,-0.4
CCOP(=O)(OCC)C(C)(C)NC(=O)C(Cl)(Cl)Cl,-1.9,9.3,-1.8,3.8,0.5,21.7,4.3,-1.4
CCCCNS(=O)(=O)c1ccc(OCC(=O)N2CCN(Cc3ccc4c(c3)OCO4)CC2)cc1,-7.0,16.5,4.0,4.8,-12.9,20.2,-1.5,-2.3
O=C(O)c1cn(Cc2ccccc2)nc1-c1ccccc1,-2.4,-24.6,-1.6,18.7,-10.6,-3.4,-9.3,-0.3
Cc1ccc(-n2c(O)c(C=Nc3ccc(S(=O)(=O)N(C)C)cc3)c(=O)[nH]c2=O)cc1,2.5,27.8,-5.4,-9.9,-1.0,-7.0,10.5,0.4
CCCC(=O)N(C)C1=Nc2ccc(Cl)cc2C(c2ccccc2)=[N+]([O-])C1,-5.5,13.8,-1.5,45.6,17.9,11.9,10.3,0.1
CCOC(=O)C(NC(C)=O)C(OC(C)=O)c1cccc(N(CCCl)CCCl)c1 (configuration not stated),5.3,32.7,-2.0,-6.9,7.9,10.6,22.1,-1.8
COc1cccc(-n2c(CN3CCN(C)CC3)nc3ccc([N+](=O)[O-])cc3c2=O)c1,-0.3,-13.5,0.0,12.7,-23.8,-5.7,-24.4,-1.2

# Exported with values under each structure: part of the list above.
# Every second line gives: UPR XBP1 act | Mdm2 MdmX PPI | APJ agonist | tim23-1 inh | 697 NFkB inh | Jurkat NFkB inh | APJ antag | UPR CHOP act
- CC(=O)N1CN2CN(C(C)=O)CC(C(=O)c3ccc([N+](=O)[O-])cc3)(C2)C1
    -4.2 | -11.4 | -2.7 | -1.8 | 14.1 | -0.2 | -3.7 | -0.4
- Clc1cccc(CN2CCCCC2c2cccnc2)c1 (configuration not stated)
    -4.0 | 27.7 | -3.3 | -6.8 | -13.8 | 10.2 | 19.3 | -1.1
- COCCN1C(=O)NC(=O)/C(=C\c2ccc(F)cc2)C1=O
    -2.1 | 21.5 | -3.2 | -4.4 | 13.5 | 8.7 | 12.9 | -0.2
- COc1cc2c(c(OC)c1OC)-c1ccc(O)cc1[C@@H](NC(C)=O)CC2
    13.9 | 63.0* | -1.1 | 7.6 | -487.4 | 77.2* | -74.4 | -0.1
- Cc1ccc(CC(=O)N2CCN(C)CC2)cc1
    0.8 | 10.1 | 0.2 | 6.0 | 5.0 | -11.5 | -8.7 | 2.8
- CC1(C)CC(n2[nH]c(=O)c3c2NC(=O)CSC3c2ccc(F)cc2)CCO1 (configuration not stated)
    2.5 | -1.2 | -6.4 | 2.2 | 15.7 | 10.0 | 10.6 | -1.9
- O=C(O)c1cccc(N=Nc2c(O)[nH]c(=O)[nH]c2=O)c1
    -5.4 | 10.0 | -2.0 | 10.9 | 3.1 | 9.8 | 9.7 | -2.6
- C=CCn1c(O)c(C(CC)=Nc2ccc3c(c2)CCC3)c(=O)[nH]c1=O
    -2.8 | -17.8 | 3.8 | 28.3 | -3.3 | -18.7 | 3.2 | 1.4
- COc1ccc2c(c1OC)C(=O)OC2c1c(O)n(C2CCCCC2)c(=O)[nH]c1=O (configuration not stated)
    -2.2 | 11.9 | -4.1 | 10.4 | 15.1 | 11.1 | 20.4 | -3.1
- CN1C(=O)c2ccccc2NC(=O)C1Cc1ccccc1 (configuration not stated)
    -2.4 | 1.1 | -2.8 | -8.3 | 11.4 | -16.7 | -3.9 | -0.9
